# Compound activity: PubChem BioAssay, National Center for Advancing Translational Sciences (NCATS)
# D2 antagonist = D2 dopamine receptor (human) antagonism; P14416; HEK293 TREx D2 cells, calcium flux, dopamine EC80; inhibition, % at 10 µM; actives 2% (n = 340,000); in the data active = inhibition above about 30%; note: 0% is about no effect
#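 Antagonism is scored as inhibition of an EC80 dopamine-evoked calcium signal in a force-coupled, tetracycline-inducible HEK293 T-REx D2 line, with compound present 180 s before agonist.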
# USP1-UAF1 inh = USP1/UAF1 (human) deubiquitinase inhibition | O94782 | recombinant USP1/UAF1, Ub-Rhodamine cleavage fluorescence | Potency, µM (highest dose often 57.1 µM), inactives show top-dose activity change, negative = inhibition, most hits filed as inhibitors | actives 0.23% (n = 390,000); note: potency is the fitted concentration of half-maximal effect; % is set by controls: 0 for no effect and ±100 for the full control effect; nearly all actives have a fitted effect of over 60% in size; inactives centre near -12
#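 USP1/UAF1 complex at 1 nM was preincubated with compound for 15 min at room temperature, then Ub-Rho substrate (150nM final) was added. Fluorescence (480/540 nm) was read kinetically, 6 reads every 60 seconds.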
# D2 agonist = activates the human D2 dopamine receptor. P14416. HEK293 T-REx D2 cells, calcium flux agonist mode. activation, % at 2 µM. actives 0.53% (n = 340,000);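 active = activation over 3 SD above normal in the single-dose calcium agonist read, cut at about 30% in these data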; note: 0% is about no effect
#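 Agonism scored from kinetic calcium signal (1 read/sec, 180 s) following compound pin transfer, after a 10 s baseline. Cells: HEK293 Trex line expressing inducible D2 receptor coupled to calcium, dye-loaded after overnight culture at 30 C.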
# rTrxR1 inhibitor = rat TrxR1 inhibition | O89049 | recombinant rTrxR1, NADPH fluorescence consumption, selenite substrate | Potency, µM (highest dose often 114 µM), without a hit: top-dose activity change, negative = inhibition, most hits filed as inhibitors | actives 1% (n = 390,000); note: potency is the fitted concentration of half-maximal effect; % is set by controls: 0 for no effect and ±100 for the full control effect; nearly all actives have a fitted effect of over 65% in size
# Target sequence (O89049 whole entry, looked up): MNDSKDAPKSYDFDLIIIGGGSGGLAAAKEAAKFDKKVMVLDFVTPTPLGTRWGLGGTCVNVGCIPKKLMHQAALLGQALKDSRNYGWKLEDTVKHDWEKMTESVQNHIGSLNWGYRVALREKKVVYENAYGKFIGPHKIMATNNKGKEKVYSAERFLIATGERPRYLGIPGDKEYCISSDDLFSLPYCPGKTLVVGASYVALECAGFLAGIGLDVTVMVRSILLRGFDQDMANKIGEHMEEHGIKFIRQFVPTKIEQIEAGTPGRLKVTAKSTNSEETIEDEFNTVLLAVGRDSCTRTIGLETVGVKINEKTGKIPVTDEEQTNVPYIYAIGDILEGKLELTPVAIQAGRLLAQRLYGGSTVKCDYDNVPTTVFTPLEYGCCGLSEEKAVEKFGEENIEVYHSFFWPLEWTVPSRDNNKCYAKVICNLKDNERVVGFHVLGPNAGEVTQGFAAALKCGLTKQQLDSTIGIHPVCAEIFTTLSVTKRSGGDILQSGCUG
#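 Rat TrxR1 (90 nM in the dispensed reagent) was pre-reduced with 400 uM NADPH for 5 min at room temperature, then incubated with compound for 15 min. After 400 uM selenite was added, NADPH fluorescence (Ex 340/Em 450 nm) was followed for 8 min.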
# TRHR agonist = TRH receptor (human) agonism. TRHR cells, calcium flux fluo-8, FDSS agonist mode. activation, % at 2 µM. actives 0.18% (n = 360,000); in the data active = activation above about 30%; note: 0% is about no effect
#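 In this calcium-flux screen, cells bearing human TRHR are dye-loaded with fluo-8, baselined for 10 cycles, then exposed to library compounds; positive kinetic calcium responses during the agonist phase mark hits, with TRH as control.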
# TRHR PAM = allosterically enhances the human TRH receptor; P34981; TRHR cells, fluo-8 calcium fluorescence, EC20 TRH enhancement; enhancement, % at 2 µM; actives 0.66% (n = 360,000); in the data active = enhancement above about 30%; note: 0% is about no effect
#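 TRHR-expressing cells loaded with fluo-8 calcium dye were read kinetically (ex 480/em 530) during compound addition, then stimulated with an EC20 of TRH (10 nM final). Enhancement of the Gq-mediated intracellular calcium response was scored.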
# IDH1 R132H inh = blocks human mutant IDH1 R132H enzyme; IDH1-R132H enzyme, NADPH consumption, diaphorase/resazurin fluorescence; Potency, µM (series often up to 76.6 µM), for inactives: top-dose activity change, negative = inhibition, usual class: inhibitors; actives 0.093% (n = 390,000); note: potency is the fitted concentration of half-maximal effect; % is set by controls: 0 for no effect and ±100 for the full control effect; nearly all actives have a fitted effect of over 65% in size
# Target sequence (O75874 whole entry R132H, stated change not applied): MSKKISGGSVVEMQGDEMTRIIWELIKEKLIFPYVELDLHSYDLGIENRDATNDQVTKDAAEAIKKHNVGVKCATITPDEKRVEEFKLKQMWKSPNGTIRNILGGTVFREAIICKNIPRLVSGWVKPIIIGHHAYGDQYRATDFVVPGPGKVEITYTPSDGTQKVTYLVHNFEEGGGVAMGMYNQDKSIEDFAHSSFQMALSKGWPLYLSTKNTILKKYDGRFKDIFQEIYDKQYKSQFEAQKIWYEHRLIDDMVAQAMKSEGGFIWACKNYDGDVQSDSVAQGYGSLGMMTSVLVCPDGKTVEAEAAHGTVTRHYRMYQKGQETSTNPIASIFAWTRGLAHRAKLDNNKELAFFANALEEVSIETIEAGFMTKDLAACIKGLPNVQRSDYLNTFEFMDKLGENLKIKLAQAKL
#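 IDH1-R132H (0.5 ug/mL dispensed) in pH 7.5 Tris buffer was preincubated 30 min with compound, then given a substrate mix of 0.016 mM NADPH and 2 mM alpha-KG for 80 min at room temperature; remaining NADPH was read by diaphorase/resazurin fluorescence.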
# TrxR1 substrate = rat thioredoxin reductase 1 substrate activity | O89049 | purified TrxR1 substrate turnover, NADPH consumption readout | Potency, µM (titrated, usually from 114 µM), inactives show at the top dose activity change, negative = substrate turnover | actives 0.01% (n = 390,000) | AID 588456; note: potency is the fitted concentration of half-maximal effect; % is set by controls: 0 for no effect and ±100 for the full control effect; nearly all actives have a fitted effect of over 50% in size
#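 Rat TrxR1, dispensed at 90 nM, was prereduced with 400 uM NADPH (final) for 5 min at ~22 deg C, then incubated with compound 15 min before 400 uM selenite. A first-read NADPH fluorescence drop versus no-compound background flagged substrates.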
# PI4K2A block = PI4K2A (human) kinase inhibition. purified PI4K2A, ADP-Glo luminescence, 1 h; active compounds read low. activity change, negative = inhibition, % at 76.9 µM. AID 1346378. Q9BTU6. actives 0.13% (n = 420,000); in the data active = activity change below about -50%; inconclusive = mostly about -30% to -49%;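 note: -100% = wells without enzyme as full effect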
#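 Compounds are screened against recombinant PI4K2A using PI as substrate and ATP, the latter dispensed at 300 microM. Reactions run one hour at ambient temperature before ADP-Glo detection; full inhibition defined by wells lacking enzyme.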
# * marks the source's active call; other numbers are inactive results; ? = inconclusive; nt = not tested or not shown; [ ] = dose if it differs, or a comment. Unless noted, calls come from the whole dose curve; as a rule, active = well fitted inhibition curve with a large enough effect; inconclusive = small, poorly fitted or top-dose-only effect; inactive = no such curve, though single readings can be large or run the other way.
1) CCOC(=O)CN1C(=O)S/C(=C/c2ccc(O)c([N+](=O)[O-])c2)C1=O
2) CCOC(=O)c1cccc2c1N[C@@H](c1ccc(F)cc1)[C@H]1CC=C[C@@H]21
3) CC(=O)NNC(=S)Nc1cccc(F)c1
4) CCN1C(=O)c2ccccc2S(=O)(=O)c2ccc(C(=O)NCc3ccc(F)cc3)cc21
5) O=C(Nc1ccccc1C(F)(F)F)c1cc(S(=O)(=O)N2CCC3(CC2)OCCO3)ccc1F
6) CCOc1cc(/C=N/NC(=O)Nc2ccccc2)ccc1O
7) OCn1ncn(-c2ccccc2)c1=S
8) O=C(NCc1nnc(SCC(=O)N2CCN(c3ccccc3)CC2)o1)c1c(F)cccc1F
compound no.	1	2	3	4	5	6	7	8
D2 antagonist	-3	nt	11	nt	-7	-5	11	-6
USP1-UAF1 inh	-5%	-25%	-11%	-23%	-20%	-20%	-26%	4%
D2 agonist	2.2	nt	-0.6	nt	0.6	-0.5	0.1	-2.1
rTrxR1 inhibitor	3%[57.1 µM]	-21%	-3%	22%	21%	32%[activator][57.1 µM]	-23%	-11%
TRHR agonist	-1.5	0.2	0.8	0.5	0.2	-1.4	0.7	1.4
TRHR PAM	-1	1	-6	-4	7	-4	-2	2
IDH1 R132H inh	18%	-4%	2%	4%	11%	9%	1%	-3%
TrxR1 substrate	-14%[57.1 µM]	13%	-1%	5%	9%	10%[57.1 µM]	7%[57.1 µM]	-10%
PI4K2A block	-1	0	-1	2	-2	-6	-1	-2

9) CCCS(=O)(=O)N1CCN(C(=O)c2ccccc2F)CC1
10) O=C(Nc1cccc(Cl)c1)N1Cc2ccccc2Oc2ncccc21
11) O=S(=O)(c1cc(Cl)ccc1Cl)n1ccnc1
12) O=S(=O)(c1ccc2ccccc2c1)N(CC(O)COCc1ccco1)c1ccccc1 (stereo not given)
13) CCOC(=O)c1[nH]ncc1CN1CCN(Cc2ccc(C)cc2)C(CCO)C1 (stereo not given)
14) CCN(CCn1cccn1)C(=O)CCc1nnc(CCCc2ccccc2)o1
15) CCOc1ccc(C(=O)Nn2cnnc2)cc1
16) O=C(O)CCCC(=O)Nc1ccc(Oc2ncnc3cc(Cl)ccc23)nc1
compound no.	9	10	11	12	13	14	15	16
D2 antagonist	7	nt	7	nt	9	0	10	4
USP1-UAF1 inh	-9%	?	4%	-10%	-13%	-17%	-8%	-18%
D2 agonist	-0.1	-1.3	0.3	nt	-0.6	0.5	0.5	0.5
rTrxR1 inhibitor	-2%	-7%	18%[57.1 µM]	-3%	2%[57.1 µM]	7%	12%	15%
TRHR agonist	0.7	-1.3	0.9	-0.4	-0.8	-0.1	1.1	0.4
TRHR PAM	-6	7	-4	-3	-2	1	-2	0
IDH1 R132H inh	-6%	nt	11%	8%	-2%	-6%	-3%	-4%
TrxR1 substrate	4%	-6%	5%[57.1 µM]	-6%	-2%[57.1 µM]	-4%	6%	8%
PI4K2A block	5	4	-2	-1	1	-1	3	9

17) CC(C)CCNC(=O)C(C)N(Cc1ccc(F)cc1)C(=O)c1ccc(CN2CCCCC2)o1 (stereo not given)
18) NS(=O)(=O)c1ccc(Nc2nc(-c3ccc(F)cc3)cs2)cc1
19) O=C(Cn1cc2c(n1)CCCCC2)NCCCN1CCOCC1
20) Cc1cc(C)n(-c2ccc(C(=O)NCCCN3CCOCC3)cc2)n1
21) O=C(N/C(=C\c1ccc2c(c1)OCO2)C(=O)N1CCOCC1)c1ccccc1Br
22) N#Cc1ccccc1S(=O)(=O)N1CCN(CC(O)COc2ccccc2F)CC1 (stereo not given)
23) Cn1cnnc1Sc1ccc(/C=C/C(=O)c2ccc(O)cc2)cc1[N+](=O)[O-]
24) O=C(C1=C(O)C(=O)N(CC2CCCO2)C1c1ccc(Cl)cc1Cl)c1ccco1 (stereo not given)
compound no.	17	18	19	20	21	22	23	24
D2 antagonist	nt	4	18	-11	1	21	2	29
USP1-UAF1 inh	-8%	-21%	-9%	-18%	-11%	-17%	-14%	?
D2 agonist	nt	0.1	-0.4	2.0	0.6	1.4	1.2	0.0
rTrxR1 inhibitor	11%	2%[57.1 µM]	8%[57.1 µM]	13%	19%[57.1 µM]	9%	22µM*	-12%
TRHR agonist	0.4	-1.1	0.3	2.6	0.6	-0.4	0.2	0.8
TRHR PAM	-3	-1	1	-2	2	-4	-22	-9
IDH1 R132H inh	7%	4%	-2%	0%	-4%	7%	0%	0%
TrxR1 substrate	1%	-1%[57.1 µM]	1%[57.1 µM]	6%	-15%	-20%[57.1 µM]	-15%	-9%
PI4K2A block	7	-3	-1	-2	-1	5	-5	-3

25) CC(C)c1ccc(NS(=O)(=O)c2ccc3[nH]cc(C(=O)NCCc4ccccc4)c(=O)c3c2)cc1
26) CC(=O)Oc1ccc(-c2nc(-c3cccnc3)no2)cc1
27) Cn1nc(OCc2ccccc2)ccc1=O
28) Cn1c(N)c(C(=O)COC(=O)/C=C/c2ccc(S(=O)(=O)N3CCOCC3)cc2)c(=O)n(C)c1=O
29) Cc1ccc2c(C)c(C(=O)NCCN3CCOC3=O)oc2c1C
30) Cc1ccc(NC(=O)c2ccc3c(c2)[nH]c(=O)n3C(C)C)cc1
31) CCN1CCN(C(=O)c2ccc3c(c2)N(Cc2ccc(Cl)cc2)C(=O)c2ccccc2S3=O)CC1 (stereo not given)
32) CCOc1ccc(C(=O)OCC(=O)Nc2cccc(S(=O)(=O)N3CCCC3)c2)cc1
compound no.	25	26	27	28	29	30	31	32
D2 antagonist	nt	10	4	-42	-2	-9	nt	-14
USP1-UAF1 inh	-13%	-13%	-11%	-22%	-21%	-10%	-19%	0%
D2 agonist	2.2	-0.8	-0.5	-1.7	2.5	0.9	-1.0	-0.1
rTrxR1 inhibitor	14%	-8%	26%	17%	22%	9%[57.1 µM]	24%	-1%
TRHR agonist	-0.7	-2.0	0.5	1.3	0.4	-0.3	0.2	1.8
TRHR PAM	-3	-3	5	-5	6	6	1	10
IDH1 R132H inh	-9%	0%	1%	-9%	8%	-2%	10%	-5%
TrxR1 substrate	-2%	-8%	8%	0%	4%	4%[57.1 µM]	9%	-8%
PI4K2A block	3	?	-1	-2	5	-12	-2	6

33) O=C(NNc1cc(Cl)ccc1Cl)c1cccs1
34) CC(=O)N/C(=C\c1ccc(C)cc1)C(=O)O
35) CCN(CC)CCn1c(=S)[nH]c2cc3c(cc2c1=O)OCO3
36) CC(C)(C)OC(=O)C[C@@H]1C/C=C\C[C@@H](CC(=O)N(CCO)Cc2ccccc2)C(=O)N[C@H](Cc2ccccc2)COC1=O
37) CC(=O)N1CCc2nc3sc(C(=O)Nc4ccc(Cl)cc4F)c(N)c3c(C(F)(F)F)c2C1
38) CC(C)(C)c1sc(N)nc1-c1ccccc1
39) CCOCc1nnc(NC(=O)c2cc(C(=O)OC)cc([N+](=O)[O-])c2)s1
40) COc1ccc(C2N3CC4(C)CN2CC(C)(C3)C4)cc1OC (stereo not given)
compound no.	33	34	35	36	37	38	39	40
D2 antagonist	8	-2	25	nt	nt	nt	3	10
USP1-UAF1 inh	?	0%	-17%	-17%	-29%	2%	?	-19%
D2 agonist	2.1	0.2	-0.2	nt	0.7	nt	-0.9	0.8
rTrxR1 inhibitor	8%[57.1 µM]	26%	-16%	-7%	-6%	18%	12%[57.1 µM]	-3%[57.1 µM]
TRHR agonist	0.0	1.1	-0.3	nt	1.9	nt	-0.7	0.2
TRHR PAM	-3	-4	4	nt	28	nt	1	6
IDH1 R132H inh	11%	4%	?	24%	10%	3%	0%	12%
TrxR1 substrate	1%[57.1 µM]	-1%	-7%	-3%	6%[11.4 µM]	-4%	4%[57.1 µM]	-3%[57.1 µM]
PI4K2A block	0	-4	9	-2	-4	-18	2	4

# Seven consecutive compounds out of the list so far:
34) CC(=O)N/C(=C\c1ccc(C)cc1)C(=O)O
35) CCN(CC)CCn1c(=S)[nH]c2cc3c(cc2c1=O)OCO3
36) CC(C)(C)OC(=O)C[C@@H]1C/C=C\C[C@@H](CC(=O)N(CCO)Cc2ccccc2)C(=O)N[C@H](Cc2ccccc2)COC1=O
37) CC(=O)N1CCc2nc3sc(C(=O)Nc4ccc(Cl)cc4F)c(N)c3c(C(F)(F)F)c2C1
38) CC(C)(C)c1sc(N)nc1-c1ccccc1
39) CCOCc1nnc(NC(=O)c2cc(C(=O)OC)cc([N+](=O)[O-])c2)s1
40) COc1ccc(C2N3CC4(C)CN2CC(C)(C3)C4)cc1OC (stereo not given)
compound no.	34	35	36	37	38	39	40
D2 antagonist	-2	25	nt	nt	nt	3	10
USP1-UAF1 inh	0%	-17%	-17%	-29%	2%	?	-19%
D2 agonist	0.2	-0.2	nt	0.7	nt	-0.9	0.8
rTrxR1 inhibitor	26%	-16%	-7%	-6%	18%	12%[57.1 µM]	-3%[57.1 µM]
TRHR agonist	1.1	-0.3	nt	1.9	nt	-0.7	0.2
TRHR PAM	-4	4	nt	28	nt	1	6
IDH1 R132H inh	4%	?	24%	10%	3%	0%	12%
TrxR1 substrate	-1%	-7%	-3%	6%[11.4 µM]	-4%	4%[57.1 µM]	-3%[57.1 µM]
PI4K2A block	-4	9	-2	-4	-18	2	4

# (list continues)
41) CCOC(=O)CCNC(=O)CNC(=O)OCc1ccccc1
42) Cc1nnc2sc(-c3cccc4ccccc34)nn12
43) COc1ccc(CCN2C(=O)N(c3ccccc3)C(=O)C2CC(=O)Nc2ccccc2)cc1 (stereo not given)
44) CC(=O)c1ccc(NC(=S)NC(=O)/C=C/c2ccco2)cc1
compound no.	41	42	43	44
D2 antagonist	-11	-8	nt	-13
USP1-UAF1 inh	-12%	-9%	-27%	-1%
D2 agonist	0.3	-0.4	-0.1	0.5
rTrxR1 inhibitor	16%[57.1 µM]	3%	2%	?
TRHR agonist	-0.4	-0.6	0.0	0.3
TRHR PAM	-6	0	0	15
IDH1 R132H inh	11%	12%	-4%	5%
TrxR1 substrate	-2%[57.1 µM]	21%	-7%	-6%
PI4K2A block	9	1	-6	-5
